GlmU inhibition – inhibition of mycobacterial GlmU enzyme – biochemical, glucosamine-1-phosphate acetyltransferase (AID 1376); one-dose inhibition, %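 (tested at 30 µM in the primary screen)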; IC50 in µM for titrated hits; M. tuberculosis GlmU acetyltransferase enzyme assay; higher % means a stronger effect; 0.25% of 220,000 active; in the data active = inhibition above about 13%;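 also: 0% = complete reaction with vehicle and 100% = reaction without substrate; strong numbers were not always called active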
Mtb RmlCD inh – M. tuberculosis RmlC/RmlD inhibition. 0.03% of 160,000 active. inhibition, % at 3.6 µM. P9WH09+P9WH11. RmlC+RmlD coupled enzyme assay, percent inhibition; primary screen in compound mixtures; in the data active = inhibition mostly above about 34%, no sharp cut-off; also: some results filed as inactive read as strong as hits
Target sequence (P9WH09 whole entry, looked up): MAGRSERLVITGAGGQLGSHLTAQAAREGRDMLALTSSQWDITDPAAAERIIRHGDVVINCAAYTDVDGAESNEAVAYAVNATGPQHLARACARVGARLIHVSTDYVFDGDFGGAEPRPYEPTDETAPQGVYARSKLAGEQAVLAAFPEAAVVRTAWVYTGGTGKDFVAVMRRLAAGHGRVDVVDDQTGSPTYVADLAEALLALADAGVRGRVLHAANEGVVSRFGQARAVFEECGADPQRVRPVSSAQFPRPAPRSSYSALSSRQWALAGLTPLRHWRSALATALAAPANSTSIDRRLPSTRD
Target sequence (P9WH11 whole entry, looked up): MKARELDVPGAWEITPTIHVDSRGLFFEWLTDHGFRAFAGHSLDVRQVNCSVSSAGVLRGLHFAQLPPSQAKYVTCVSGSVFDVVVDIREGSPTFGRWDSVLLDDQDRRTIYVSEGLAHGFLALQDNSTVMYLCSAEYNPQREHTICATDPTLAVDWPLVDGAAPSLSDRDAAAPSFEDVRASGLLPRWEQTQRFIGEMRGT
* hit, by the source's call; nt = no result given.

The line under a structure holds: GlmU inhibition | Mtb RmlCD inh
COc1ccc(CCNC(=O)c2c([S-])n(-c3ccc(C)cc3)c3cccc[n+]23)cc1
 : -2.2% | nt
COc1ccc(C(O)CNc2ccc(C)cc2)cc1 (centres undefined)
 : nt | -5.3
O=C(O)CC1(CC(=O)Nc2ccc3sccc3c2)CCCCC1
 : 0.8% | nt
S=c1[nH]cc(Cc2ccccc2)s1
 : -0.1% | nt
Cc1ccc(N2C(=O)NC(=O)C(CCc3ccncc3)(Cc3cccc(Cl)c3Cl)C2=O)cc1 (centres undefined)
 : 1.5% | 11.7
COC(=O)/C(=C/c1ccco1)NC(=O)c1ccco1
 : 2.4% | -6.0
COc1ccc(C(=O)C(OC(=O)c2ccc(C)c(NC(C)=O)c2)c2ccccc2)cc1 (centres undefined)
 : 6.7% | nt
CCc1cccc(CC)c1-n1c(-c2cccnc2)n[nH]c1=S
 : -2.4% | nt
COc1ccc(C2c3c(ccc4ccccc34)Oc3ncn4nc(CO/N=C/c5ccccc5)nc4c32)cc1 (centres undefined)
 : 1.2% | -8.5
Cc1cc(NC(=O)Cc2cn3ccsc3n2)n(-c2ccccc2)n1
 : 7.8% | 7.6
CCN(CC)C(=O)C1CCCN(Cc2ccc3c(c2)OCO3)C1 (centres undefined)
 : -5.4% | 5.9
O=C1c2cccc3cccc(c23)C(=O)N1CC1CCCO1 (centres undefined)
 : -0.9% | nt
COc1ccc([N+](=O)[O-])cc1NC(=O)CSCc1cc(C)cc(C)c1
 : -0.7% | -7.5
Cc1cccc(Cn2ccc(NC(=O)c3ccc4c(c3)OCO4)n2)c1
 : 2.3% | -4.5
CC(C)C(=O)Nc1nnc(CCN(CCc2nnc(NC(=O)C(C)C)s2)[N+](=O)[O-])s1
 : -2.6% | -15.4
CCOC(=O)NC(=O)CSc1cc(C)c2cc(C)cc(C)c2n1
 : 2.4% | -8.5
COc1ccc(S(=O)(=O)N2CCN(C(=S)NC3CCCCC3)CC2)cc1
 : 1.0% | -2.7
CC(C)(C)N1C(=O)c2ccc(C(=O)NCc3ccco3)cc2C1=O
 : 0.2% | 14.2
COc1ccc2c(c1)C(C)=CC(C)(C)N2S(=O)(=O)c1ccc(C)cc1
 : 0.0% | -13.1
CCC1=C(OC(=O)N(CC)CC)N2C(=O)OC(=NCc3ccccc3)[C@]2(C)[C@H]2C1=CC[C@H]1C(=O)N(CC)C(=O)[C@H]12
 : -3.5% | nt

Further compounds follow:
The line under a structure holds: GlmU inhibition | Mtb RmlCD inh
O=C(CSc1nc2ccccc2n1CC(=O)N1CCCCC1)N1CCCCC1
 : 1.0% | -10.4
Cc1ccc(-n2ncc(C(=O)Nc3cc(Cl)ccc3C)c2C2CCNCC2)cc1C
 : 0.6% | 59.1
CCCSc1nnc2n(C)c(=O)c3c4c(sc3n12)CCC4
 : -0.7% | 6.8
CCn1c(CNC(=O)COc2ccc(C(C)C)cc2)nnc1SCC(=O)Nc1ccccc1F
 : 3.8% | 2.4
COc1ccc(NC(=S)N2CCNC(=O)C2CC(=O)Nc2ccc(C)cc2)cc1 (centres undefined)
 : 0.2% | 4.2
COc1cccc(NC(=O)CSc2nnc(C)s2)c1
 : 2.5% | -9.7
CCOC(=O)c1c(NC(=O)c2cc(CC(C)C)on2)sc(C(C)=O)c1C
 : 1.7% | 5.9
O=c1ccc(Cl)cn1Cc1ccccc1F
 : 1.1% | nt
Cc1ccc(C(=O)NC2CCN(S(=O)(=O)c3ccccc3)CC2)cc1
 : -2.3% | 6.4
CCOC(=O)c1c(OCC)[nH]c2c1cc(O)c1ccccc12
 : -3.1% | nt
COc1ccc(Cc2nnc(NC(=O)c3cccc([N+](=O)[O-])c3)s2)cc1
 : -2.5% | -1.9
O=C(O)c1ccc(N2CC3CC(C2)c2cccc(=O)n2C3)c(NC(=S)Nc2ccc(Cl)cc2Cl)c1 (centres undefined)
 : 5.7% | -5.7
S=C(NCCc1ccccn1)Nc1ccc(Cl)c(Cl)c1
 : 4.8% | -1.9
O=C(COC(=O)c1cc(=O)[nH]c2ccccc12)c1cccs1
 : 1.4% | 5.4
Cc1cc(C)c(C)c(S(=O)(=O)Nc2ccc(O)cc2)c1C
 : 1.2% | 11.3
Cc1ccc(C(=O)N/C(=C\c2cccs2)C(=O)NCc2ccncc2)cc1
 : -7.1% | 0.9
Cc1nc2cc(NC(=O)Nc3cccc4ccccc34)ccc2n1C
 : -1.2% | -5.4
CNC(=O)Oc1ccc(-c2cn3cc(C)ccc3n2)cc1
 : -5.3% | 8.0
CC(C)=CC(=O)Nc1ccc(S(=O)(=O)Nc2ccccn2)cc1
 : 1.7% | -7.3
COc1ccc(Nc2nc(Cl)nc(NCCO)n2)cc1
 : 4.9% | -7.9

The listing continues:
The line under a structure holds: GlmU inhibition | Mtb RmlCD inh
OCCn1c(CSc2nnc(-c3ccco3)n2-c2ccccc2)nc2ccc(Cl)cc21
 : 0.5% | -10.6
Cc1cc(S(=O)(=O)NCCN(C)C)c(C)s1
 : 2.3% | -0.4
Cc1ccc(S(=O)(=O)Nc2ccccc2CNC2CCCCC2)cc1
 : -4.4% | 5.7
Cc1ccc(-c2c[nH]c(=S)n2-c2ccccc2F)cc1
 : 5.1% | 11.9
O=C(c1ccccc1Sc1ccc([N+](=O)[O-])cc1)N1CCCCC1
 : 0.2% | 21.7
C#CCOCCOCCOCCNc1nc(N2CCN(C(=O)[C@H]([C@@H](C)CC)n3cc([C@@H](N)CC(C)C)nn3)CC2)nc(N2CCN(C(=O)[C@H](Cc3cc4ccccc4[nH]3)n3cc([C@@H](N)C(C)CC)nn3)CC2)n1 (some centres undefined)
 : -2.8% | 5.7
CC(C)(Oc1ccc(Cl)cc1)C(=O)NCCCn1ccnc1
 : -1.0% | 8.3
C=C(C)CNC(=S)Nc1sc2c(c1C(=O)OCC)CC(C)(C)OC2
 : 2.9% | 4.8
CC1CC(C)CN(CC(=O)c2cccs2)C1 (centres undefined)
 : -1.1% | nt
Cc1cc(NO)nc(-c2ccc(Br)cc2)n1
 : 3.4% | 1.5
C=CCNC(=O)c1cccc(Br)c1
 : -0.5% | nt
CC(CCc1ccccc1)NC(=O)c1ccc(NC(=O)c2cccc(Br)c2)cc1 (centres undefined)
 : 2.5% | -6.9
O=C1CNC(=O)/C(=C/c2ccco2)N1
 : -0.6% | -6.8
O=C(CSc1nnc(-c2ccccc2)c(-c2ccccc2)n1)N1CCc2ccccc21
 : -3.0% | 8.6
COc1ccc(C)c(-n2c(=O)n(Cc3ccccc3)c(=O)c3[nH]cnc32)c1
 : -6.8% | nt
CC(=O)c1ccc(NC(=O)CCC(=O)OCC(F)(F)C(F)F)cc1
 : -3.9% | nt
CC(=O)N=c1c(C#N)cc2c(=O)n3ccccc3nc2n1CCCOC(C)C
 : 1.6% | nt
COC(=O)Cc1c(C)c2cc(Cl)c(OC(=O)c3ccco3)cc2oc1=O
 : 0.8% | 21.2
O=C(c1ccc(Cl)cc1)C1CCCN(Cc2cnn(-c3ccccc3)c2)C1 (centres undefined)
 : -0.7% | 5.4
O=C(Nc1nc(-c2cccs2)cs1)c1ccco1
 : -1.5% | 9.5

(cont.)
The line under a structure holds: GlmU inhibition | Mtb RmlCD inh
COCCC1CCCCN1C(=O)c1cccc(OC2CCN(C3CCCC3)CC2)c1 (centres undefined)
 : 0.1% | -9.1
Cc1ccc(N/C(N)=N/c2nc(C(F)(F)F)cc(C(F)(F)F)n2)cc1
 : -7.3% | 34.6
O=C(CN1CCCCC1)NC(=O)NC1CCCC1
 : 4.5% | -1.5
Cc1ccnc(NS(=O)(=O)c2ccc(NS(=O)(=O)c3cccs3)cc2)n1
 : -1.1% | nt
CC1(C)S[C@@H]2C(C(=O)OCc3ccccc3)NC(=O)N2C1C(=O)OCc1ccccc1 (some centres undefined)
 : 2.5% | nt
Cc1ccccc1Cn1nc(C)c(NC(=O)C2c3ccccc3Oc3ccccc32)c1C
 : -0.5% | -5.2
CCOc1cc(S(=O)(=O)n2nc(C)cc2C)ccc1Br
 : 2.2% | 5.3
COC(=O)C1=C(C)Nc2ncnn2C1c1ccc(C)o1 (centres undefined)
 : -0.4% | nt
Brc1ccc(-c2nn3c(-c4ccccn4)nnc3s2)o1
 : 1.5% | nt
Cc1cc(=O)[nH]c(Nc2cccc(C(F)(F)F)c2)n1
 : -2.0% | 15.2
CC(C)C(=O)NC(=O)[C@@H]1CCCN1C(=O)/C=C/c1ccccc1
 : -1.6% | nt
Cc1ccc(CN2CCN(Cc3cccn3-c3ccccn3)CC2CCO)o1 (centres undefined)
 : 0.2% | -7.4
COc1ccc(N/N=C/c2c(C(=O)O)ccc3ccccc23)cc1
 : -4.6% | 8.2
CNC(=O)CN(c1ccc2c(c1)OCCO2)S(C)(=O)=O
 : -4.2% | 7.7
Cc1cccc(N2CCN(C(=O)c3ccncc3)CC2)c1C
 : 2.0% | nt
O=C(NCc1ccco1)C1CCCN(S(=O)(=O)c2ccc(-n3cnnn3)cc2)C1 (centres undefined)
 : -0.8% | nt
COC(=O)C1=C(C)N=c2s/c(=C/c3cccs3)c(=O)n2C1c1ccc(F)cc1 (centres undefined)
 : 3.4% | nt
CCC1(C(=O)c2ccccc2)C2c3cc(Br)ccc3OC(=O)C21C(=O)N1CCOCC1 (centres undefined)
 : -4.2% | 9.9
COc1ccc2nc(/C=N/NC(=O)[C@H](CCSC)NC(=O)OC(C)(C)C)ccc2c1
 : 2.6% | nt
O=C(NNc1nc(-c2ccccc2)cs1)c1ccco1
 : -1.9% | -3.5

Next structures.
The line under a structure holds: GlmU inhibition | Mtb RmlCD inh
CCCCOc1ccc(NC(=O)C(=O)NCCC2=CCCCC2)cc1
 : 1.3% | nt
O=C(NCc1ccccc1)c1c(F)c(F)c(F)c(F)c1F
 : 3.9% | nt
COC(=O)CSc1nnc(CNC(=O)c2ccccc2F)n1-c1ccccc1
 : -0.7% | 8.4
O=C(CCSCc1cccc(Cl)c1)NC1CCCC1
 : 1.3% | nt
O=C(CCc1nc2ccccc2s1)c1ccccc1
 : -0.9% | 0.7
CC(NC(=O)c1ccco1)C1CCCO1 (centres undefined)
 : -1.2% | nt
Cc1c(C(c2ccc(O)cc2)c2c(C)n(C)n(-c3ccccc3)c2=O)c(=O)n(-c2ccccc2)n1C
 : 5.2% | 0.5
CC(C)COP(=O)(c1ccc(N(C)C)cc1)C(Nc1ccccc1)c1ccccc1 (centres undefined)
 : -0.3% | 12.3
O=C(C1=C[C@H](c2coc3ccccc3c2=O)C[C@H](OCc2ccc(CO)cc2)O1)N1CCN(Cc2ccccc2)CC1
 : -4.3% | nt
Cc1ccccc1NC(=O)Cn1cnc2c(oc3nc4c(cc32)COC(C)(C)C4)c1=O
 : 1.1% | -6.5
COc1cc(/C=N/NC(=O)Cc2c[nH]c3ccccc23)cc(OC)c1OC
 : -7.9% | 14.9
O=C(CSc1ccccc1C(=O)O)Nc1cccc(C(=O)O)c1
 : -1.5% | -3.0
O=S(=O)(c1ccc(F)cc1)N1CCN(c2ncccn2)CC1
 : 7.3% | 3.8
CC(C)c1nc2sc3c(=O)n(N)cnc3c2c2c1COC(C)(C)C2
 : 1.7% | 10.3
Cc1nc(SCC(=O)NC(=O)NCc2ccco2)nc(C)c1C
 : 1.7% | 7.4
CC(C)N(C(=O)CSc1nnc(Cc2ccc3c(c2)OCO3)n1C)C(C)C
 : 5.0% | 2.7
O=C(Nc1ccc(OCc2ccccc2)cc1)c1cccnc1
 : 0.7% | 2.5
O=C(c1cc2nc(-c3ccc(F)cc3)cc(C(F)(F)F)n2n1)N1CCCCC1c1cccnc1 (centres undefined)
 : 2.7% | -5.0
O=C(Nc1ccccn1)[C@@H]1CCC(=O)N1C(=O)OCc1ccccc1
 : 2.4% | -2.7
Cc1cc2n(n1)SC(Nc1ccc(F)c(Cl)c1)N2 (centres undefined)
 : -0.1% | nt

Next part, overlapping the part above by 4 compounds.
The line under a structure holds: GlmU inhibition | Mtb RmlCD inh
O=C(Nc1ccc(OCc2ccccc2)cc1)c1cccnc1
 : 0.7% | 2.5
O=C(c1cc2nc(-c3ccc(F)cc3)cc(C(F)(F)F)n2n1)N1CCCCC1c1cccnc1 (centres undefined)
 : 2.7% | -5.0
O=C(Nc1ccccn1)[C@@H]1CCC(=O)N1C(=O)OCc1ccccc1
 : 2.4% | -2.7
Cc1cc2n(n1)SC(Nc1ccc(F)c(Cl)c1)N2 (centres undefined)
 : -0.1% | nt
CS(=O)(=O)Nc1ccccc1C(=O)Nc1ccc2c(c1)OCCO2
 : 1.1% | 4.8
CCOC(=O)N1CCN(c2c(NCc3cccs3)c(=O)c2=O)CC1
 : -1.5% | -9.4
O=C(CCc1ccccc1)N1CCN(c2ccc([N+](=O)[O-])cc2)CC1
 : -4.0% | -13.4
O=C(NCc1nnc(SCC(=O)N2CCCc3ccccc32)o1)c1ccccc1F
 : -2.9% | -6.4
COc1ccccc1NS(=O)(=O)c1cccc(-n2c(O)c(C=Nc3ccccc3C(=O)O)c3ccccc3c2=O)c1
 : 8.0% | 4.7
CCNC(=O)NNC(=O)C1CC(c2cccnc2)=NO1 (centres undefined)
 : -7.9% | -8.5
COc1ccc(-c2cc(C(=O)O)no2)cc1
 : -0.8% | 7.2
CCCNC(=O)CN(C)C(=O)c1n[nH]c2ccccc12
 : -1.8% | -7.1
CCOC(=O)Cn1c(=NC(=O)C2CC2)sc2c(C)cc(C)cc21
 : -2.7% | 2.2
COC(=O)c1cc(NC(=O)Cn2c(=O)cnc3ccccc32)cc(C(=O)OC)c1
 : 1.4% | nt
COc1ccccc1CC(=O)Nc1ccc(F)cc1F
 : 0.1% | 12.1
O=C(c1cccnc1)N1CCN(c2ccc(Cl)cc2)CC1
 : -1.3% | nt
CC(C)NS(=O)(=O)c1ccc(NC(=O)NC2CCCCC2)cc1
 : 2.9% | 4.0
O=C(NC1CCCCC1)c1cc2ccccc2cc1O
 : -0.7% | 7.1
O=C(CSCc1ccccc1)NCCCN1CCOCC1
 : 0.7% | nt
CCn1c(SCC(=O)N2CCOCC2)nc2ccccc21
 : 5.1% | -6.2

Individual results from the list:
COc1ccc(Nc2nc(Cl)nc(NCCO)n2)cc1 in GlmU inhibition is entered as 4.9%
COC(=O)CSc1nnc(CNC(=O)c2ccccc2F)n1-c1ccccc1 in Mtb RmlCD inh is entered as 8.4

High-throughput results deposited in PubChem BioAssay by several laboratories.

These rows are one share of the data, so the mix of outcomes need not match the whole.
